# hERG protect – compounds protecting human hERG from proarrhythmic drug block. Q12809. CHO-hERG, FluxOR thallium flux, dofetilide IC70 present. activation (rescue from dofetilide block), less the hit threshold, % at 10 µM. 310,000 tested, 0.51% active;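 active = activation above the mean of controls blocked by dofetilide plus 5 SD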;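 also: thallium influx through hERG after potassium depolarization seen as dye fluorescence rise; in these data hits start at about 4.7%; inactives centre near -7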
# Target sequence (Q12809 whole entry, looked up): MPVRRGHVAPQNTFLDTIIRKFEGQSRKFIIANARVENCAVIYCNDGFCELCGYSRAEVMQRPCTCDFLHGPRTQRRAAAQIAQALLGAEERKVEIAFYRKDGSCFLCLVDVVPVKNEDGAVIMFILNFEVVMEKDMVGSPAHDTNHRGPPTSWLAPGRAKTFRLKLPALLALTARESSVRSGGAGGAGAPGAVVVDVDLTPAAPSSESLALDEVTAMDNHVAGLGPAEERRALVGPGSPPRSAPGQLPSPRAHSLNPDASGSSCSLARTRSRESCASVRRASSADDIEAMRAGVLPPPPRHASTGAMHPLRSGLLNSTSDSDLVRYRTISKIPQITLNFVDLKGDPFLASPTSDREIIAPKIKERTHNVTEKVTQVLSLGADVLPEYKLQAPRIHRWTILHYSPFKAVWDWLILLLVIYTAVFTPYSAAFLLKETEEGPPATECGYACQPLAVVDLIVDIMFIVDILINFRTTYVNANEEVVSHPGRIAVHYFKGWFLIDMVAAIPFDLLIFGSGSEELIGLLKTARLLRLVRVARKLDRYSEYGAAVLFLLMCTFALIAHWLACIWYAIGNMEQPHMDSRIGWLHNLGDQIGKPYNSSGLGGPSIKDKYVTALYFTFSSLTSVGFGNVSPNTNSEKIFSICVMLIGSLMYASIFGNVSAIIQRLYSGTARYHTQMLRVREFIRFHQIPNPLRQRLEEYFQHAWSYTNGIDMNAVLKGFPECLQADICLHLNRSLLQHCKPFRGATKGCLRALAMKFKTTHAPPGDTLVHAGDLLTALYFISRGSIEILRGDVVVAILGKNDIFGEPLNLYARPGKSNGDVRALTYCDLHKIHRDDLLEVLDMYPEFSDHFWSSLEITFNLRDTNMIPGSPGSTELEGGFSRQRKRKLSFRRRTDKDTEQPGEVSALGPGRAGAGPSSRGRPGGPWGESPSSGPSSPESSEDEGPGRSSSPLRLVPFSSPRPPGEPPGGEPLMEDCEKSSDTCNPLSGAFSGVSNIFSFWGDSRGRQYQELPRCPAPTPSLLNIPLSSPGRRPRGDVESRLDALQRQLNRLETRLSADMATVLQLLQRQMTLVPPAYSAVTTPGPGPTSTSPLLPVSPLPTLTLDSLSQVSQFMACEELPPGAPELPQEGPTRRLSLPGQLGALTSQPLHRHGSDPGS
# RGS4 act – potentiators or activators of RGS4. 310,000 tested, 0.92% active. B-score at 10 µM. HEK293 M3R/inducible RGS4, carbachol calcium flux Fluo4; hits give low values. AID 463111;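 active = B-score of the integrated calcium signal more than 4 SD below the library mean, with starting fluorescence not abnormally high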;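 also: negative B-score means reduced calcium response which marks RGS4 activation or potentiation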
#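 Test system: HEK293 cells with stable M3R and inducible RGS4; also added: carbachol at ECmax as muscarinic agonist stimulus; schedule: dye loading 30 min 37 °C, buffer rest 30 min RT; technique: kinetic calcium fluorescence imaging with Fluo4-AM dye, 2 µM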
# TMEM16A act – activates or potentiates the mouse TMEM16A chloride channel; HEK293 TMEM16A/YFP-H148Q/I152L, iodide quench fluorescence; hits give low values; B-score at 10 µM; 340,000 tested, 0.3% active; AID 623877;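 active = fluorescence-ratio B-score plate-corrected deviation score at least 3 library SD below zero, with starting fluorescence score within 5 deviations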;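 also: channel opened by trigger with iodide after compound preincubation; score built on the fluorescence ratio of max minus min over baseline; more negative score means more quench and so TMEM16A activation or potentiation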
# KCNQ1 inh – blocks the human KCNQ1 potassium channel | B-score at 10 µM | CHO-K1 KCNQ1, FluxOR thallium flux fluorescence; hits give high values | 310,000 tested, 1.3% active | P51787;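 active = compounds whose thallium flux B-score, printed positive for inhibition, exceeds three library SD while starting fluorescence stays within three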;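 also: channel opened by potassium depolarization with thallium stimulus after 20 min compound exposure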
# KCNQ1 act – potentiators or activators of human KCNQ1 potassium channel | P51787 | CHO-K1 KCNQ1, thallium flux FluxOR fluorescence; hits give high values | B-score at 10 µM | 310,000 tested, 0.35% active;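 active = fluorescence ratio B-score, a plate-corrected score, at least three library SD, with initial intensity B-score within 5 SD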
#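 System: CHO-K1 cells stably expressing KCNQ1 / Medium: assay buffer for compound exposure, DMSO matched across wells / Reagent: thallium- and potassium-containing depolarizing buffer / Compound: one concentration, matched DMSO / Incubation: 20 min compound pretreatment at room temperature / Measured by: kinetic FluxOR fluorescence, 10 s baseline plus 110 s post-stimulus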
# HDAC3 inhib – blocks human histone deacetylase 3. O15379. recombinant HDAC3, fluorogenic peptide/trypsin coupled, fluorescence. inhibition, % at 8.3 µM. 320,000 tested, 0.15% active; in the data active = inhibition above about 26%, passing the limit was not always enough; inconclusive = no clear call, values can overlap the other calls
# RGS4 inh – human RGS4 inhibition | P49798 | HEK293 M3R/RGS4 inducible, Fluo-4 calcium flux; hits give high values; triggered by carbachol at its EC20 | B-score at 10 µM | 310,000 tested, 0.45% active;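 active = B-score, a plate-corrected calcium signal, over three deviations above library mean, with baseline fluorescence within five deviations of library mean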;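 also: RGS4 expression induced by doxycycline in cells with stable M3 receptor; B-score is computed from the integrated fluorescence ratio over baseline after carbachol; higher B-score means a larger calcium signal and so more RGS4 inhibition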
# KCNK3 block – human KCNK3 channel inhibition, primary screen; O14649; CHO-KCNK3 thallium flux, FluxOR fluorescence; hits give low values; B-score at 10 µM; 340,000 tested, 0.84% active; AID 602410;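 active = B-score under library mean minus 4 SD, starting fluorescence ratio at most library mean plus 5 SD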;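 also: more negative B-score means stronger inhibition of thallium flux through KCNK3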
# SKKanGAS inh – SKKanGAS growth inhibition; S. pyogenes SKKanGAS, kanamycin growth, BacTiter-Glo, 6 h; inhibition, % at 7.5 µM; 300,000 tested, 1.3% active; AID 1662;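 active = mean replicate score, as percent of positive control median, at least 50; inconclusive = mean below 50 but one replicate at or above 50; inactive = mean and every replicate below 50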;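 also: strain carries kanamycin resistance gene driven by streptokinase promoter and grows in 40 µg/ml kanamycin; loss of luminescence reflects streptokinase promoter inhibition or plain growth inhibition; 0% = median of DMSO wells and 100% = positive control at its reference dose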
# ANO1 block – mouse TMEM16A channel inhibition, primary screen | Q8BHY3 | 310,000 tested, 1.2% active | normalized B-score (activity score, 25-100; higher = stronger inhibition) at 10 µM | HEK293 TMEM16A/YFP iodide influx fluorescence, ionomycin;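 active = ratio plate-corrected score three or more library SD toward inhibition, starting fluorescence score within five deviations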;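 also: score derived from kinetic fluorescence span divided by baseline fluorescence per well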
# KCNK9 inh – human KCNK9 channel inhibition; Q9NPC2; HEK293 KCNK9, FluxOR thallium flux fluorescence; hits give low values; B-score at 10 µM; 310,000 tested, 1.2% active;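 active = ratio B-score over 3 SD below the library mean, with starting fluorescence within 5 SD of its mean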;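 also: negative B-score means less thallium flux so channel inhibition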
# Starred values were filed as active, the others as inactive; i = inactive; ? = inconclusive; · = no result given.
cpd	Molecule	hERG protect	RGS4 act	TMEM16A act	KCNQ1 inh	KCNQ1 act	HDAC3 inhib
1	Cc1nn(Cc2ccc(Cl)cc2)c(C)c1NC(=O)Cn1nc([N+](=O)[O-])c(Cl)c1C	-10	i	i	i	i	-6
2	Cc1cnn(CCC(=O)NNC(=S)NCC(C)C)c1	-2	i	i	i	i	3
3	Cc1cc(C(=O)N2CCN(c3ncccn3)CC2)c(C)o1	-10	i	i	i	i	-3
4	CC(C)C(=O)N1CCC2(CC1)Oc1ccc(F)cc1C(=O)C21CC(c2cccnc2)=NO1 (stereo not drawn)	-12	i	·	i	i	·
5	Cc1ccc(-n2c(SCC(=O)NCc3ccco3)nc3sc4c(c3c2=O)CC(C)(C)SC4)cc1	-9	i	i	i	i	-7
6	O=C(Cc1c(F)cccc1Cl)N/N=C/c1cccs1	-5	i	i	i	i	3
7	COc1ccc(S(=O)(=O)NC(C)c2ccccc2)cc1C(=O)N1CCCCC1 (stereo not drawn)	-7	i	i	i	i	-2
8	Cc1ccc2nc(C)c(C(=O)O)cc2c1	-8	i	i	i	i	2
9	O=C(COc1ccc2ccccc2c1Br)Nc1ncn[nH]1	-9	i	i	i	i	-1
10	O=C(Nc1ccc(Cl)cn1)c1ccc(COCC(F)(F)C(F)F)o1	-14	i	i	i	i	-1

cpd	RGS4 inh	KCNK3 block	SKKanGAS inh	ANO1 block	KCNK9 inh
1	i	i	-2	i	i
2	i	i	4	i	i
3	i	i	-1	i	i
4	i	·	4	·	i
5	i	i	0	i	i
6	i	i	-4	i	i
7	i	i	0	i	i
8	i	i	-13	i	i
9	i	i	4	i	i
10	i	i	1	i	i

# Some of these compounds in order of their number in HDAC3 inhib, low to high:
no. | molecule | TMEM16A act | KCNQ1 inh | KCNQ1 act | HDAC3 inhib | RGS4 inh | KCNK3 block | KCNK9 inh
1 | Cc1nn(Cc2ccc(Cl)cc2)c(C)c1NC(=O)Cn1nc([N+](=O)[O-])c(Cl)c1C | i | i | i | -6 | i | i | i
7 | COc1ccc(S(=O)(=O)NC(C)c2ccccc2)cc1C(=O)N1CCCCC1 (stereo not drawn) | i | i | i | -2 | i | i | i
6 | O=C(Cc1c(F)cccc1Cl)N/N=C/c1cccs1 | i | i | i | 3 | i | i | i

# Next section:
cpd	Molecule	hERG protect	RGS4 act	TMEM16A act	KCNQ1 inh	KCNQ1 act	HDAC3 inhib
11	O=S(=O)(Nc1cccc(-c2nc3cccnc3s2)c1)c1ccc2c(c1)OCCO2	-7	i	i	i	i	20
12	COc1cc2nc(C)sc2cc1SC	0	i	i	i	i	0
13	Cc1cc(Br)ccc1NC(=O)c1ccccc1-c1ccccc1	-8	i	i	i	i	7
14	CCCNC(=O)COc1coc(CN2CCN(c3ccc(F)cc3)CC2)cc1=O	-2	i	i	i	i	11
15	C=CCN1C(=O)C2(C(C#N)=C(N)Oc3n[nH]c(CCC)c32)c2ccccc21 (stereo not drawn)	-3	i	i	i	i	2
16	CCN(Cc1ccccc1)C(=O)Cn1c(=O)n(CC(=O)NCc2ccco2)c(=O)c2sccc21	-15	i	i	i	i	-4
17	CC(=O)N1N=C(C)CC1c1ccc(OCc2ccccc2)cc1 (stereo not drawn)	-9	i	i	i	i	7
18	O=C(COc1ccc2ccccc2c1)N1CCN(C(=O)c2ccc([N+](=O)[O-])cc2)CC1	-10	i	i	i	i	-1
19	CCNC(=O)c1ccc2c(c1)S(=O)(=O)c1ccccc1C2=O	-9	i	i	i	i	-4
20	CC(C)(C)c1ccc(C(=O)N2CCN(C(=O)c3ccco3)CC2)cc1	-9	i	i	i	i	1

cpd	RGS4 inh	KCNK3 block	SKKanGAS inh	ANO1 block	KCNK9 inh
11	i	i	24	i	i
12	i	i	-5	i	i
13	i	i	-9	i	i
14	i	i	3	i	i
15	i	i	7	i	i
16	i	i	3	i	i
17	i	i	1	i	i
18	i	i	5	i	i
19	i	i	-1	i	i
20	i	i	50*	i	i

# (more compounds)
cpd	Molecule	hERG protect	RGS4 act	TMEM16A act	KCNQ1 inh	KCNQ1 act	HDAC3 inhib
21	CC(C)C(=O)Nc1ccc(NC(=S)NC(=O)c2ccc([N+](=O)[O-])cc2)cc1	-9	i	i	i	i	?
22	CCN(CC)c1ccc(CNc2nnnn2C)cc1	1	i	i	i	i	4
23	C=CCn1c(SCC(=O)c2ccc(NS(=O)(=O)c3ccccc3)cc2)nnc1-c1cccs1	-12	i	i	i	i	2
24	Cc1[nH]c2ccccc2c1C(=O)Cn1c(=O)oc2ccccc21	-5	i	i	i	i	-6
25	COCCN(C(=O)CSc1nnc(-c2cccc(OC)c2)n1C)c1c(N)n(Cc2ccccc2)c(=O)[nH]c1=O	-4	i	i	i	i	1
26	Cc1cc(C)c(C#N)c(Oc2ccccc2Br)n1	-8	i	i	i	i	-2
27	CCC(=O)N1N=C(c2cccs2)CC1c1ccco1 (stereo not drawn)	-2	i	i	i	i	-7
28	CCCn1c(SCC(=O)N2N=C3/C(=C/c4ccc(OC)cc4)CCCC3C2c2ccc(OC)cc2)n[nH]c1=O (stereo not drawn)	-14	i	i	i	i	23
29	CCOC(=O)C(C(=O)N1CCOCC1)C1CCCCC1 (stereo not drawn)	-13	i	i	i	i	1
30	CCOC(=O)CN(C(=O)CSc1nnc2c(n1)[nH]c1ccc(F)cc12)c1ccccc1	-14	i	i	i	i	2

cpd	RGS4 inh	KCNK3 block	SKKanGAS inh	ANO1 block	KCNK9 inh
21	i	i	5	i	i
22	i	i	-8	i	i
23	i	i	10	i	i
24	i	i	1	i	i
25	i	i	-2	i	i
26	i	i	25	i	i
27	i	i	4	i	i
28	i	i	24	i	i
29	i	i	-1	i	i
30	i	i	5	i	i

# Part of the list above in order of number of heavy atoms, falling:
cpd	Molecule	hERG protect	RGS4 act	TMEM16A act	KCNQ1 inh	KCNQ1 act	HDAC3 inhib
28	CCCn1c(SCC(=O)N2N=C3/C(=C/c4ccc(OC)cc4)CCCC3C2c2ccc(OC)cc2)n[nH]c1=O (stereo not drawn)	-14	i	i	i	i	23
23	C=CCn1c(SCC(=O)c2ccc(NS(=O)(=O)c3ccccc3)cc2)nnc1-c1cccs1	-12	i	i	i	i	2
24	Cc1[nH]c2ccccc2c1C(=O)Cn1c(=O)oc2ccccc21	-5	i	i	i	i	-6
29	CCOC(=O)C(C(=O)N1CCOCC1)C1CCCCC1 (stereo not drawn)	-13	i	i	i	i	1

cpd	RGS4 inh	KCNK3 block	SKKanGAS inh	ANO1 block	KCNK9 inh
28	i	i	24	i	i
23	i	i	10	i	i
24	i	i	1	i	i
29	i	i	-1	i	i

# (cont.)
cpd	Molecule	hERG protect	RGS4 act	TMEM16A act	KCNQ1 inh	KCNQ1 act	HDAC3 inhib
31	Cc1nnsc1C(=O)Nc1ccc(S(=O)(=O)N2CCCCC2)cc1	-7	i	i	i	i	-6
32	O=C(NCCc1ccccc1)C(=O)N/N=C/c1ccc2c(c1)OCO2	-12	i	i	i	i	1
33	N#Cc1nc(Cc2ccccc2)oc1NCc1ccccc1Cl	-12	i	i	i	i	-2
34	CCn1c(SCC(=O)NC)nnc1C(C)C	-8	i	i	i	i	6
35	COc1cc(C2Nc3cccc4cccc(c34)N2)ccc1OC(C)=O	-13	i	i	i	i	3
36	CC/C(=N\NC(=O)CSCc1ccccc1Br)c1ccc2c(c1)OCCO2	-10	i	i	i	i	-2
37	CCOC(=O)N1CCN(C(=O)CSC2=NS(=O)(=O)c3cc(Cl)ccc3N2)CC1	-9	i	i	i	i	1
38	CC(=O)Nc1ccc2nc(N)sc2c1	-2	i	i	i	i	0
39	Cc1ccc2nc(-c3ccccc3)c(CN3CCSCC3)n2c1	-10	i	i	i	i	0
40	NS(=O)(=O)c1ccc(NC(=O)c2cc(Cl)sc2Cl)cc1	-4	i	i	i	i	-13

cpd	RGS4 inh	KCNK3 block	SKKanGAS inh	ANO1 block	KCNK9 inh
31	i	i	-3	i	i
32	i	i	-4	i	i
33	i	i	16	i	i
34	i	i	-8	i	i
35	i	i	10	i	i
36	i	i	11	i	i
37	i	i	-5	i	i
38	i	i	-6	i	i
39	i	i	-5	i	i
40	i	i	2	i	i

# Carrying on:
cpd	Molecule	hERG protect	RGS4 act	TMEM16A act	KCNQ1 inh	KCNQ1 act	HDAC3 inhib
41	CCOc1cc(C2C(C#N)=C(N)Oc3n[nH]c(C)c32)ccc1OCCN1CCOCC1 (stereo not drawn)	-7	i	i	i	i	-6
42	O=C(NNC(=S)NCc1ccco1)c1ccc(S(=O)(=O)N2CCOCC2)cc1	-4	i	i	i	i	-8
43	Cc1cccc(Nc2ccccc2C(=O)OCC(=O)N(C)C2CCS(=O)(=O)C2)c1C (stereo not drawn)	-10	i	i	i	i	1
44	NC(=O)C(=O)NCCCN1CCOCC1	-17	i	i	i	i	-3
45	CCc1cc(C(=O)NNC(=S)NC2CCCCC2)cs1	-11	i	i	i	i	0
46	CCc1ccc2nc3sc(C(=O)Nc4nnc(CC)s4)c(N)c3cc2c1	-14	i	i	i	i	4
47	CCOC(=O)c1c(C)[nH]c(C(=O)COC(=O)[C@H](C)NC(=O)c2ccccc2Cl)c1C	-10	i	i	i	i	·
48	CC(C)c1ccccc1OCCNS(C)(=O)=O	-7	i	i	i	i	2
49	CC1CCCC(NC(=O)CCC(=O)N2CCOc3ccccc32)C1C (stereo not drawn)	-4	i	i	i	i	2
50	CC(=O)Nc1ccc(Sc2ncccc2C(=O)Nc2cc(Cl)cc(Cl)c2)cn1	-3	i	i	i	i	2
51	CN(C)S(=O)(=O)c1ccc(NC(=O)CSc2nc3ccccc3n2-c2ccccc2)cc1	-5	i	i	i	i	-6
52	O=C(OCCN1C(=O)c2ccccc2C1=O)C1CCN(S(=O)(=O)c2cccs2)CC1	-18	i	i	i	i	-2
53	CCOC(=O)C1CCCN(C(=O)c2ccc(C)c([N+](=O)[O-])c2)C1 (stereo not drawn)	-8	-8.6*	i	i	i	1

cpd	RGS4 inh	KCNK3 block	SKKanGAS inh	ANO1 block	KCNK9 inh
41	i	i	15	i	i
42	i	i	0	i	i
43	i	i	-3	i	i
44	i	i	0	i	i
45	i	i	-2	i	i
46	i	-10*	95*	i	i
47	i	i	1	i	i
48	i	i	0	i	i
49	i	i	-4	i	i
50	i	i	-2	i	i
51	i	i	10	i	i
52	i	i	3	i	i
53	i	i	11	i	i
